EWS-Fli inh = EWS/Fli transcriptional activity inhibition. A673 NR0B1-luciferase reporter, viability-normalised. inhibition, % at 12.6 µM. actives 0.67% (n = 350,000). AID 651661;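 active means mean inhibition of at least 50% after viability correction, with every replicate also passing that limit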;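 further: firefly luciferase signal divided by Alamar Blue viability fluorescence both relative to DMSO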
XiGFP reactiv = X-chromosome reactivation activator; AID 743238; activation, % at 7.58 µM; XiGFP mouse fibroblasts, % GFP-positive cells imaging, 3 d; cells co-treated with 5-aza-dC sensitizer; scaled so ellipticine positive control = 100%; actives 0.055% (n = 360,000);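 active means mean normalized replicate activation at least 10% and every replicate at or above 10%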;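 further: 0% = median of on-plate neutral control wells and 100% = ellipticine 6 µM median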
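Material: XiGFP fibroblasts, SV40-immortalized; Buffer or medium: DMEM containing 5-aza-dC; Compound dosing: single point; Times: 3 days compound exposure.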
RAD52 anneal inh = RAD52 (human) annealing inhibition; P43351; recombinant RAD52 DNA annealing, FRET fluorescence; inhibition, % at 18.7 µM; actives 0.46% (n = 360,000); AID 651710;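 active means every replicate showing at least 50% inhibition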
RAD54 branch = inhibitors of human RAD54 branch migration; Q92698; RAD54 Holliday junction branch migration, FAM/BHQ fluorescence; inhibition, % at 10.4 µM; actives 0.14% (n = 360,000); AID 602329;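 active means mean normalized replicate activity at least 40 and at least half of replicates scoring 40 or more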;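 further: 0% = median of neutral control wells and 100% = median of positive control wells; inhibitors cause a drop in the FAM fluorescence signal; in these data hits start at about 50%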
E-sel inducer = induces E-selectin expression in human endothelial cells | AID 686992 | P16581 | actives 0.37% (n = 260,000) | activation, % at 7.58 µM | HUVEC E-selectin immunofluorescence imaging; normalized: neutral wells 0, TNF-alpha wells 100;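 active means mean E-selectin-positive cell signal at least 10% of the positive control, reached in at least 60% of replicates, without over 20% cell loss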;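 further: in these data hits start at about 27%; measured in HUVEC primary endothelial cells; signal is the percent of cells scored E-selectin positive by PE staining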
Target sequence (P16581 whole entry, looked up): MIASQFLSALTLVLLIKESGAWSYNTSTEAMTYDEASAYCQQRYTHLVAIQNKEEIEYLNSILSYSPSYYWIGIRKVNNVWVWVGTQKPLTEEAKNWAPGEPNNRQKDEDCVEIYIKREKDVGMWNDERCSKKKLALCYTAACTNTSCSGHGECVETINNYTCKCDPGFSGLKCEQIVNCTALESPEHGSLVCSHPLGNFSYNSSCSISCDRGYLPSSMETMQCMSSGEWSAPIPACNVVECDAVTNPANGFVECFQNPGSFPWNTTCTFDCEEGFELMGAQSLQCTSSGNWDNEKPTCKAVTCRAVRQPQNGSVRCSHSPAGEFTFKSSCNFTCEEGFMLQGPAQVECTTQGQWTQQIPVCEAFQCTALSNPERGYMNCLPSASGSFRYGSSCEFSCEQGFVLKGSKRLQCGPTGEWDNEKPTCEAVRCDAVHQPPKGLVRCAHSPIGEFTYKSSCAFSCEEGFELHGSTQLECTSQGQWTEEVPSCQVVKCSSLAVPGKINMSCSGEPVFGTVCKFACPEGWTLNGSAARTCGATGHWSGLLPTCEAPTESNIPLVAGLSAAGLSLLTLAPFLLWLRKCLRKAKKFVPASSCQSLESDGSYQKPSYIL
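Read-out: % PE-positive cells | Test system: HUVEC | Doses: One compound dose added by pin transfer | Buffer or medium: EGM-2 over gelatin coat | Signal: Immunofluorescence imaging | Benchmarks: TNF-alpha, DMSO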
esBAF inh = SWI/SNF esBAF complex inhibition; actives 2% (n = 350,000); mouse ES cells, Bmi1-luciferase knock-in reporter, 24 h; 100% = twice the neutral-well signal; reporter increase, % at 12.5 µM; in the data active means activation above about 40%;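 further: 0% = median of the plate's neutral control wells and 100% = double that signal; a rise in the Bmi1 reporter signal indicates esBAF inhibition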
FN deposit inh = fibronectin deposition inhibition; AH1F fibroblasts, Alexa488-fibronectin deposition fluorescence, overnight; inhibition, % at 12.6 µM; AID 743247; actives 0.086% (n = 350,000);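 active means mean inhibition across replicates of 30% or more, regardless of how many single replicates reach that level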;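 further: positive control wells lacked labelled fibronectin entirely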
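test system = AH1F fibroblasts assembling fluorescent fibronectin matrix | quantity = 10000 AH1F cells per well | buffer or medium = DMEM plus 2% serum, read in PBS | doses = single dose, pinned | incubation = 1 h cell attachment, overnight exposure to compound and label | detection = fluorescence at 485 nm excitation, 525 nm emission | read-out basis = inhibition from reduced deposited-fibronectin fluorescence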
S100A4 MyoIIA = S100A4-myosin IIA interaction inhibition. S100A4/TAMRA-MyoIIA peptide fluorescence polarization. inhibition, % at 10.7 µM. P26447. actives 0.14% (n = 360,000);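 active means mean inhibition of at least 70% across replicates, with every replicate also reaching that level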
Target sequence (P26447 whole entry, looked up): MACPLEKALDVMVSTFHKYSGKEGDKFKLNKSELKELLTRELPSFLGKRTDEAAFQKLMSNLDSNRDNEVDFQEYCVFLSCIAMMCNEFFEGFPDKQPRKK
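assay system = human S100A4 monomer with TAMRA-labelled myosin IIA peptide | also added = labelled myosin peptide probe, 5 nM | incubation = 5 min between mix addition and reading | control set = DMSO and TFP controls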
* hit, by the source's call; / = not tested or not shown; & = joins results of further samples.

Results follow in this order: EWS-Fli inh	XiGFP reactiv	RAD52 anneal inh	RAD54 branch	E-sel inducer	esBAF inh	FN deposit inh	S100A4 MyoIIA
1. CCC(C)(C)NC(=O)C(c1ccccc1Cl)N(C(=O)CCC(=O)Nc1cc(C)on1)C(C)(C)C (stereo unspecified)
→ 4	0.0	-7	5	/	1	2	-18
2. CCCCC(=O)OCC(=O)Nc1cccc(S(=O)(=O)NC2=NCCCCC2)c1
→ -2	0.0	-7	/	/	7	/	-2
3. O=C(Nc1cccc(Cl)c1)N1C[C@@H]2[C@H](c3ccccc31)[C@H](CO)N2CC1CCCCC1
→ -1	0.4	/	0	-0.3	1	/	/
4. O=C(O)CS(=O)(=O)c1ccc(C(F)(F)F)cn1
→ -9	0.0	-7	/	/	/	-5	2
5. CN1OC[C@@H]2CN(S(=O)(=O)c3ccccc3)[C@H](c3cccc(Br)c3)C[C@@H]21
→ -2	-0.1	-10	4	-0.5	-2	9	2
6. CC(NC(=O)C1CCN(S(=O)(=O)c2ccccc2)CC1)c1ccccc1 (stereo unspecified)
→ -1	0.0	-4	-5	0.6	-1	-6	1
7. COc1ccc(Nc2ccc(C(=O)O)cc2[N+](=O)[O-])cc1
→ -2	0.1	-7	8	/	/	9	0
8. O=C(CNC(=O)c1ccc(Cl)c([N+](=O)[O-])c1)OC1CCCCC1=O (stereo unspecified)
→ 1	-0.1	-4	-5	-0.5	-1	-2	3
9. COc1ccc(C(=O)N(C)C2CCCN(Cc3ccccc3F)C2)cc1OC (stereo unspecified)
→ -2	0.1	-7	-4	/	1	5	-2
10. C[C@@H]1CN([C@H](C)CO)S(=O)(=O)c2ccc(C#CC3CC3)cc2O[C@H]1CN(C)Cc1cccc(F)c1
→ 27	1.5	-2	-1	/	-9	-1	-8
11. CC(C)c1ccc(NC(=O)C(c2ccc3c(c2)OCO3)N2CCN(C(=O)c3ccco3)CC2)cc1 (stereo unspecified)
→ /	/	3	-4	/	-2	/	-5
12. O=c1cc(-c2ccncc2)oc2c1ccc1ccccc12
→ -33	0.2	-101	-8	0.0	0	10	3
13. CCOC(=O)O[C@]1(C(=O)COC(=O)CC)CC[C@H]2[C@@H]3CCC4=CC(=O)C=C[C@]4(C)[C@H]3[C@@H](O)C[C@@]21C
→ 0	0.1	2	-3	-2.3	-4	0	-9
14. COC(=O)c1cc(C(=O)c2cc(Cl)ccc2O)coc1=N
→ -7	0.0	-17	4	0.1	2	0	-1
15. CO[C@@H]1CN(C)C(=O)c2ccc(NC(=O)C3CC3)cc2OC[C@@H](C)N(C(=O)CN(C)C)C[C@H]1C
→ -3	-0.4	4	8	-0.3	-2	-5	10
16. COc1ccccc1OCCNC(=O)c1cc([N+](=O)[O-])cc([N+](=O)[O-])c1
→ -22	0.2	-18	/	7.5	/	-11	2
17. Cc1cccc(N2C(=O)CC(N3CCN(c4ccccc4)CC3)C2=O)c1 (stereo unspecified)
→ 9	/	-1	9	/	3	/	2
18. Cc1ccccc1NC(=O)Oc1cccc(OC(=O)c2ccccc2)c1
→ 8	0.1	-12	6	0.0	0	1	1
19. COc1ccc(N2CCN(C(CNC(C)=O)c3ccc4c(c3)OCO4)CC2)cc1 (stereo unspecified)
→ -2	0.0	-9	-5	/	-8	0	-19
20. O=C(NCc1ccc(Cl)cc1Cl)C1CC(=O)N(Cc2ccccc2)C1 (stereo unspecified)
→ 7	0.3	-6	/	3.0	-6	2	2
21. Cc1ccc(C)c(NC(=O)CCC(=O)NNC(=O)COc2cc(C)ccc2C)c1
→ 11	0.0	-19	3	/	0	2	-5
22. Cc1ccc(NC(=O)c2ccc(Oc3ncccn3)cc2)cc1
→ -3	0.0	-6	4	-0.1	34	-4	-2
23. CCN(CC(=O)Nc1c(F)cccc1F)C(=O)CSCc1c(C)noc1C
→ -2	-0.5	-5	/	-1.9	/	-13	-4
24. O=C(c1cccc(Br)c1)N1CCN(S(=O)(=O)N2CCCCC2)CC1
→ 2	0.0	-14	4	-0.5	5	3	1
25. O=C(c1ccccc1)N1CCN(Cc2ccc3c(c2)OCO3)CC1
→ 0	0.0	-2	-2	-0.2	-1	0	1
26. CCOC(=O)N1CCc2c(sc(NC(=O)CCS(=O)(=O)c3ccccc3)c2C(N)=O)C1
→ /	0.1	-26	4	-0.2	/	-1	-13
27. COc1ccc(S(=O)(=O)N2CCN(Cc3ccccc3OC)CC2)cc1
→ -27	-0.1	-13	-3	-0.2	-6	-5	0
28. CCc1ccc(CNC(=O)C(=O)NCC2CCCO2)cc1 (stereo unspecified)
→ -2	0.4	-13	-3	-2.2	-2	-1	-2
29. C[C@@H]1CN([C@@H](C)CO)C(=O)Cc2cc(NC(=O)Cc3cn(C)c4ccccc34)ccc2O[C@@H]1CN(C)C
→ -3	0.1	-8	-11	0.1	-2	-4	-46
30. CO[C@@H]1CN(C)C(=O)c2ccc(NC(=O)C3CC3)cc2OC[C@H](C)N(C(=O)CN(C)C)C[C@H]1C
→ 5	-0.3	2	-8	-0.1	-3	-8	-9
31. Cc1c(CNC(=O)C2CC2)c(-n2cccc2)n(Cc2ccccc2)c1C
→ 5	0.0	-6	/	0.5	/	-6	-3
32. OCCCNc1cc(-c2ccccc2)nc2cc(-c3ccc(F)cc3)nn12
→ -35	0.4	-29	-8	0.7	4	5	-5
33. Nc1c(SCCC(=O)O)ccc2c1C(=O)c1ccccc1C2=O
→ -24	0.1	-208	8	0.1	13	-3	-26
34. CN(C)/C=C1/C=C(C=O)OC1=O
→ 2	0.3	-25	/	2.7	/	0	-16
35. C=C(C)CNC(=S)N/N=C/c1ccco1
→ 10	0.0	-4	9	1.1	/	-5	-7
36. C=CCn1c(SCc2ccccc2Cl)nnc1-c1sc2nc(C)cc(C)c2c1N
→ 20	0.2	-3	/	/	/	1	0
37. C[C@H](NC(=O)C1CCN(S(=O)(=O)c2ccccc2)CC1)C(=O)NCc1ccccn1
→ /	0.0	-7	7	/	-10	2	-6
38. C[C@H](CO)N1C[C@H](C)[C@H](CN(C)C(=O)Nc2ccc(F)cc2)OCc2ccccc2-c2c(n(C)c3ccccc23)C1=O
→ -3&4	0.8	-10&9	10	-1.6	8	-6	-4&-5
39. Cc1c(C(=O)N2CCN(c3ncccn3)CC2)oc2ccc(F)cc12
→ 5	0.0	-14	2	-0.1	2	-3	-7
40. Cc1ccc(/C=N/NC(=O)C[n+]2ccccc2)o1
→ 6	0.0	-4	/	2.8	/	2	3
41. CN1C(=O)c2cc(NC(=O)c3ccc(F)c(F)c3)ccc2OC[C@H]2O[C@@H](CC(=O)O)CC[C@@H]21
→ 3	0.0	/	-6	0.0	-3	-9	/
42. C[C@H](CO)N1C[C@H](C)[C@H](CN(C)C(=O)c2ccccn2)Oc2cc(C#Cc3ccc(F)cc3)ccc2S1(=O)=O
→ 4&2&13	0.0&0.2	-14&0&-3	1&-1&-7	0.0&0.1	-2&0&-5	0&-1	0&6&-18
43. COc1ccc(C2C(C#N)=C(N)N(N(C)C)C3=C2C(=O)CC(C)(C)C3)cc1 (stereo unspecified)
→ -17	0.0	-25	9	0.0	-5	1	9
44. CCOC(=O)CNC(=O)CSc1nc(C(C)C)nc2c1cnn2-c1ccccc1
→ 5	0.1	-10	4	-0.2	0	-1	-4
45. COc1ccc(C2Nc3ccccc3C(=O)N2NS(=O)(=O)c2ccccc2)cc1 (stereo unspecified)
→ 1	0.0	-15	/	-0.6	10	2	4
46. COc1ccc2c3c(n(C)c2c1)[C@@H](CO)N(Cc1nccs1)CC31CCN(C)CC1
→ -19	-0.1	-1	/	0.4	/	/	-5
47. O=C(c1ccoc1)N1CCC2(CC1)Oc1ccc(Cl)cc1C(=O)C21CC(c2cccnc2)=NO1 (stereo unspecified)
→ 4	0.1	-11	-6	/	1	-1	0
48. C/C(=N\NC(=O)c1cc([N+](=O)[O-])cc([N+](=O)[O-])c1)c1ccco1
→ 11	0.0	-17	/	/	/	/	-6
49. C[C@@H]1CN([C@@H](C)CO)S(=O)(=O)c2ccc(C#CCN(C)C)cc2O[C@H]1CN(C)C(=O)CC1CC1
→ 0	0.0	-6	3	7.5	4	2	5
50. C[C@@H]1CN([C@H](C)CO)C(=O)c2cc(C#Cc3ccccc3F)cnc2O[C@H]1CN(C)C
→ -15	1.1	20	5	-0.1	-4	/	-15
51. Cc1c(NN=C(C#N)C#N)c(=O)n(-c2ccccc2)n1C
→ -5	0.7	-10	-7	-0.8	0	9	-2
52. C[C@]12c3[nH]c4ccc(Cl)cc4c3CCN1C(=O)[C@@H](CC(=O)NCC13CC4CC(CC(C4)C1)C3)C[C@@H]2C(=O)N1CCOCC1
→ 15	0.0	-12	-3	-1.7	26	/	-3
53. CC1CN(Cc2ccccc2)C(=O)NC1=O (stereo unspecified)
→ 1	0.2	-9	-2	-0.1	6	-15	4
54. O=c1cc(-c2ccc(O)cc2)oc2c([C@@H]3O[C@H](CO)[C@@H](O)[C@H](O)[C@H]3O)c(O)c([C@@H]3O[C@H](CO)[C@@H](O)[C@H](O)[C@H]3O)c(O)c12
→ 0	-0.2	-10	-5	-0.1	-5	-3	3
55. Cc1ccccc1C(=O)NC1CC2CCCC(C1)N2Cc1ccccc1 (stereo unspecified)
→ 6	-0.1	1	-13	0.1	-1	-6	-3
56. CC(=O)N/C(=C\c1ccccc1)C(=O)OCC(=O)N(C)C1CCS(=O)(=O)C1 (stereo unspecified)
→ 2	0.5	3	-4	/	-9	20	5
57. Cc1nc2ccc(-c3nc4ccc(N)cc4[nH]3)cc2[nH]1
→ -19	0.0	-9	/	/	/	-12	-5

Arranged by heavy-atom count (lowest first): some entries from above
Results follow in this order: EWS-Fli inh	XiGFP reactiv	RAD52 anneal inh	RAD54 branch	E-sel inducer	esBAF inh	FN deposit inh	S100A4 MyoIIA
48. C/C(=N\NC(=O)c1cc([N+](=O)[O-])cc([N+](=O)[O-])c1)c1ccco1
→ 11	0.0	-17	/	/	/	/	-6
37. C[C@H](NC(=O)C1CCN(S(=O)(=O)c2ccccc2)CC1)C(=O)NCc1ccccn1
→ /	0.0	-7	7	/	-10	2	-6
50. C[C@@H]1CN([C@H](C)CO)C(=O)c2cc(C#Cc3ccccc3F)cnc2O[C@H]1CN(C)C
→ -15	1.1	20	5	-0.1	-4	/	-15

Screening data (PubChem BioAssay)
